# ANO1 activ = TMEM16A chloride channel activators or potentiators, primary screen, cell-based, HTS. Anoctamin-1 (Mus musculus), Q8BHY3. HEK293 TMEM16A/YFP-H148Q/I152L, iodide quench fluorescence; active compounds read low. B-score at 10 µM. 0.3% of 340,000 active. AID 623877, 2012;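 active = fluorescence-ratio B-score plate-corrected deviation score at least 3 library SD below zero, with starting fluorescence score within 5 deviations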;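 also: channel opened by trigger with iodide after compound preincubation; score built on the fluorescence ratio of max minus min over baseline; more negative score means more quench and so TMEM16A activation or potentiation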
# KCNK9 inh = KCNK9 potassium channel inhibitors, primary screen, HEK293 cells, thallium flux. 1.2% of 310,000 active. B-score at 10 µM. FluxOR thallium flux fluorescence; active compounds read low. Potassium channel subfamily K member 9 (Homo sapiens), Q9NPC2;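 active = ratio B-score over 3 SD below the library mean, with starting fluorescence within 5 SD of its mean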;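 also: negative B-score means less thallium flux so channel inhibition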
# Target sequence (Q9NPC2 whole entry, looked up): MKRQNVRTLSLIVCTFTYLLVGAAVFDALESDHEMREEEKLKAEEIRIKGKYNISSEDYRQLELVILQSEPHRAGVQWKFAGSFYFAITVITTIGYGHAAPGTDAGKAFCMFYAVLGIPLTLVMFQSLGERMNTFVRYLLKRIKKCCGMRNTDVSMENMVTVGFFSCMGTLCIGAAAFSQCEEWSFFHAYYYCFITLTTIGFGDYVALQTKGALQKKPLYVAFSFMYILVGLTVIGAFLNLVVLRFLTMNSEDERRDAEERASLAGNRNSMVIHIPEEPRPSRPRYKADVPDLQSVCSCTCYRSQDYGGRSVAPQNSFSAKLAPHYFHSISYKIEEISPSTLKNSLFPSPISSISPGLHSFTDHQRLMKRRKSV
# KCNQ1 act = potentiators or activators of KCNQ1 channel, primary screen, cell-based, thallium flux, high-throughput; B-score at 10 µM; 0.35% of 310,000 active; CHO-K1 KCNQ1, thallium flux FluxOR fluorescence; active compounds read high; Potassium voltage-gated channel subfamily KQT member 1 (Homo sapiens), P51787; AID 2648, 2010;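 active = fluorescence ratio B-score, a plate-corrected score, at least three library SD, with initial intensity B-score within 5 SD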
# Target sequence (P51787 whole entry, looked up): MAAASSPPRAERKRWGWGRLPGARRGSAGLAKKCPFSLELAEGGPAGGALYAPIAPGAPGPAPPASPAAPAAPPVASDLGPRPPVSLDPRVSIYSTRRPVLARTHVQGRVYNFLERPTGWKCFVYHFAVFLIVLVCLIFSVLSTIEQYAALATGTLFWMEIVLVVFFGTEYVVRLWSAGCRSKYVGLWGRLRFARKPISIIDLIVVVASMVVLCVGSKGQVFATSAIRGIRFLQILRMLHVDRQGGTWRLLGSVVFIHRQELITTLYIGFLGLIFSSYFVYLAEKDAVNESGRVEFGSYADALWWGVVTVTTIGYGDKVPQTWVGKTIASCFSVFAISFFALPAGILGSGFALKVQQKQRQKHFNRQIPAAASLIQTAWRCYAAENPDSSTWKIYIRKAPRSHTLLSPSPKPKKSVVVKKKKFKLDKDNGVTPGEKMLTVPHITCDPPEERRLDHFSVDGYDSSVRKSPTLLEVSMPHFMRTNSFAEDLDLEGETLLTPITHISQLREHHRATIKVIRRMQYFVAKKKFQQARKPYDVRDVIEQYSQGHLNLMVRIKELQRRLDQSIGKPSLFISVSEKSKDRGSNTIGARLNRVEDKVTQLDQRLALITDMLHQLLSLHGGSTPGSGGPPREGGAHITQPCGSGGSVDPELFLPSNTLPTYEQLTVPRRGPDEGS
#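 Material: CHO-K1 cells stably expressing KCNQ1. Medium: assay buffer for compound exposure, DMSO matched across wells. Reagent: K+/Tl+ depolarizing stimulus. Compound dosing: single-concentration screen. Times: 37 °C overnight plating, 90-min dark dye load, 20-min compound pretreatment. Technique: FluxOR Tl+ flux fluorescence.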
# KCNK3 block = human KCNK3 channel inhibitors, primary screen, CHO cells, FluxOR thallium flux, B-score; Potassium channel subfamily K member 3 (Homo sapiens), O14649; FluxOR fluorescence; active compounds read low; B-score at 10 µM; 0.84% of 340,000 active; AID 602410, 2012;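 active = B-score under library mean minus 4 SD, starting fluorescence ratio at most library mean plus 5 SD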;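 also: more negative B-score means stronger inhibition of thallium flux through KCNK3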
# RGS4 inh = RGS4 inhibitors, primary screen, cell-based, HEK293 M3R inducible RGS4, calcium flux | Fluo-4 calcium flux; active compounds read high; triggered by carbachol at its EC20 | B-score at 10 µM | 0.45% of 310,000 active;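 active = B-score, a plate-corrected calcium signal, over three deviations above library mean, with baseline fluorescence within five deviations of library mean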;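 also: RGS4 expression induced by doxycycline in cells with stable M3 receptor; B-score is computed from the integrated fluorescence ratio over baseline after carbachol; higher B-score means a larger calcium signal and so more RGS4 inhibition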
# hERG protect = hERG rescue from dofetilide block, primary screen, cell-based, CHO-hERG, FluxOR thallium flux, dofetilide IC70 | Voltage-gated inwardly rectifying potassium channel KCNH2 (Homo sapiens), Q12809 | dofetilide IC70 present | activation (rescue from dofetilide block), less the hit threshold, % at 10 µM | 0.51% of 310,000 active;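 active = activation above the mean of controls blocked by dofetilide plus 5 SD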;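 also: thallium influx through hERG after potassium depolarization seen as dye fluorescence rise; in these data hits start at about 4.7%; inactives centre near -7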
# HDAC3 inhib = HDAC3 deacetylase inhibitors, primary screen, biochemical, fluorescence, cell-free homogeneous; recombinant HDAC3, fluorogenic peptide/trypsin coupled; inhibition, % at 8.3 µM; Histone deacetylase 3 (Homo sapiens), O15379; 0.15% of 320,000 active; in the data active = inhibition above about 26%, passing the limit was not always enough; inconclusive = no clear call, values can overlap the other calls
# RGS4 pot = RGS4 potentiators or activators, primary screen, cell-based, HEK293 M3R inducible RGS4, calcium flux | B-score at 10 µM | carbachol calcium flux Fluo4; active compounds read low | 0.92% of 310,000 active | AID 463111, 2010;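 active = B-score of the integrated calcium signal more than 4 SD below the library mean, with starting fluorescence not abnormally high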;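 also: negative B-score means reduced calcium response which marks RGS4 activation or potentiation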
#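 System: HEK293 FlpIn-TREx cells, stable M3R, doxycycline-inducible RGS4. Timing: overnight RGS4 induction, 30 min dye load 37 °C, 20 min compound RT. Also added: carbachol, ECmax concentration. Measured by: Fluo4 fluorescence kinetic imaging of calcium. Evaluation: integrated calcium ratio converted to B score.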
# ANO1 block = TMEM16A chloride channel inhibitors, primary screen, cell-based, HTS; Anoctamin-1 (Mus musculus), Q8BHY3; HEK293 TMEM16A/YFP iodide influx fluorescence, ionomycin; normalized B-score (activity score, 25-100; higher = stronger inhibition) at 10 µM; 1.2% of 310,000 active; AID 588511, 2011;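 active = ratio plate-corrected score three or more library SD toward inhibition, starting fluorescence score within five deviations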;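 also: score derived from kinetic fluorescence span divided by baseline fluorescence per well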
# KCNQ1 block = inhibitors of human KCNQ1 channel, primary screen, cell-based, thallium flux, high-throughput; Potassium voltage-gated channel subfamily KQT member 1 (Homo sapiens), P51787; CHO-K1 KCNQ1, FluxOR thallium flux fluorescence; active compounds read high; B-score at 10 µM; 1.3% of 310,000 active; AID 2642, 2010;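 active = compounds whose thallium flux B-score, printed positive for inhibition, exceeds three library SD while starting fluorescence stays within three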;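 also: channel opened by potassium depolarization with thallium stimulus after 20 min compound exposure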
# SKKanGAS inh = S. pyogenes SKKanGAS growth inhibitors in kanamycin, primary screen, streptokinase expression inhibitor project, SKKanGAS strain, BacTiter-Glo luminescence; 6 h; inhibition, % at 7.5 µM; 1.3% of 300,000 active; AID 1662, 2009;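 active = mean replicate score, as percent of positive control median, at least 50; inconclusive = mean below 50 but one replicate at or above 50; inactive = mean and every replicate below 50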;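 also: strain carries kanamycin resistance gene driven by streptokinase promoter and grows in 40 µg/ml kanamycin; loss of luminescence reflects streptokinase promoter inhibition or plain growth inhibition; 0% = median of DMSO wells and 100% = positive control at its reference dose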
# * = called active by the depositor; i = inactive; ? = inconclusive; · = not tested or not shown.
compound	KCNK9 inh	ANO1 block	RGS4 inh	KCNK3 block	KCNQ1 act	RGS4 pot	hERG protect	KCNQ1 block	SKKanGAS inh	HDAC3 inhib	ANO1 activ
N#Cc1c(F)cccc1N1CCOCC1	i	i	i	i	i	i	-6	i	-2	15	i
CCOc1ccc(S(=O)(=O)N2CC(=O)Nc3ccccc32)cc1C#N	i	i	i	i	i	i	-9	i	12	6	i
COc1cc(C(=O)NCC2CCCCC2)cc(OC)c1OC	i	i	i	i	i	i	-13	i	0	7	i
CC1(C(=O)Nc2ccc3c(c2)OCO3)CC1(Cl)Cl (stereo not given)	i	i	i	i	i	i	-6	i	-6	1	i
COc1cccc(NC(=O)CN2C(=O)NC3(CCCC3)C2=O)c1	i	i	i	i	i	i	-5	i	0	0	i
CCC(C(=O)NCc1ccc(C)o1)n1nc(C)c2c(C)n(-c3ccccc3)nc2c1=O (stereo not given)	i	i	i	i	i	i	-7	i	5	0	i
O=C(Cn1cc(C(=O)c2cccs2)c2ccccc21)NCc1ccc2c(c1)OCO2	i	i	i	i	i	i	-19	i	17	3	i
CCN(Cc1ccccc1)S(=O)(=O)c1nc2nc(C)c(C)c(C)n2n1	i	i	i	i	i	i	-8	i	-3	8	i
O=C(CCNC(=O)c1ccc(Br)cc1)NCc1ccccn1	i	i	i	i	i	i	-11	i	-8	3	i
COc1ccccc1CNC(=O)CSC(=S)N1CCCC1	i	i	i	i	i	i	-10	i	-10	-3	i
CCOC1=NS(=O)(=O)c2ccccc21	i	i	i	i	i	i	-3	i	4	-1	i
O=C(Nc1ccccc1)Nc1nnc(SCc2ccc(Cl)cc2)s1	i	i	i	i	i	i	3	i	-7	7	i
COc1ccc(NC(=O)c2c(-c3ccccc3Cl)noc2C)c(OC)c1	i	i	i	i	i	i	-3	i	5	6	i
CCOc1ccc(N2C(=O)Nc3ccccc3C2(O)C(=O)NCc2ccc3c(c2)OCO3)cc1 (stereo not given)	i	i	i	i	i	i	-8	i	2	1	i
CCOC(=O)N1CCN(C(=O)c2cc3c(=O)n(C)c4ccccc4c3n2C)CC1	i	i	i	i	i	i	-6	i	-3	-4	i
CN(C)S(=O)(=O)c1ccc(Cl)c(NC(=O)CN2CCCC2)c1	i	i	i	i	i	i	-7	i	0	3	i
Cc1cc2c(c(=O)o1)C(Cc1ccccc1)C(C#N)=C(N)O2 (stereo not given)	i	i	i	i	i	i	-3	i	-6	3	i
CCOc1ccc(/C=N/NC(=O)COc2ccccc2-c2ccccc2)cc1	i	i	i	i	i	i	-4	i	23	11	i
COC(=O)c1c(-c2ccc(F)cc2)csc1NC(=O)c1ccco1	i	i	i	i	i	i	-3	i	-8	4	i
COc1ccc(C(N)=S)c(OC)c1	i	i	i	i	i	i	-6	i	-6	-1	i
CCn1c(Cn2nnc(-c3ccccc3)n2)nnc1SCc1ccc(Cl)c(Cl)c1	i	i	i	i	i	i	-6	i	9	5	i
Cc1ccc(OCCSc2nnc(NC(=O)c3ccco3)s2)cc1	i	i	i	i	i	i	-4	i	4	-7	i
COc1ccc(C2c3c(ccc4ccccc34)Oc3ncn4nc(-c5ccco5)nc4c32)cc1OC (stereo not given)	i	i	i	i	i	i	-8	i	16	0	i
COc1ccccc1-c1cc(C(F)(F)F)nc(S(=O)(=O)CCCC(=O)N2CCCCC2C)n1 (stereo not given)	i	i	i	i	i	i	-4	i	-4	-2	i
Oc1cc2ccccc2cc1-c1n[nH]c(=S)o1	i	i	i	i	i	i	-10	7*	?	1	i
CCN(CC)CCN1c2ccccc2Sc2ccc3ccccc3c21	i	i	i	i	i	-7.5*	-11	i	1	10	i
Cc1ccc(S(=O)(=O)N2CCOCC2)cc1C(=O)NC1CCCC1	i	i	i	i	i	i	-5	i	1	-8	i
CC(C)NC(=O)NNC(=O)c1nn(-c2ccc(F)cc2)ccc1=O	i	i	i	i	i	i	-4	i	-2	6	i
COc1cc(C(c2c(C)[nH][nH]c2=O)c2c(C)[nH][nH]c2=O)cc(Br)c1OC	i	i	i	i	i	i	-7	i	0	-4	i
CC(=O)/C(=N\Nc1ccccc1Cl)Sc1cccc2cccnc12	i	i	i	i	i	i	-5	i	16	-4	i

# 3 structures from above, sorted by number of heavy atoms, smallest number first.
compound	KCNK9 inh	ANO1 block	RGS4 inh	KCNK3 block	KCNQ1 act	RGS4 pot	hERG protect	KCNQ1 block	SKKanGAS inh	HDAC3 inhib	ANO1 activ
COc1cc(C(=O)NCC2CCCCC2)cc(OC)c1OC	i	i	i	i	i	i	-13	i	0	7	i
COc1cccc(NC(=O)CN2C(=O)NC3(CCCC3)C2=O)c1	i	i	i	i	i	i	-5	i	0	0	i
CC(=O)/C(=N\Nc1ccccc1Cl)Sc1cccc2cccnc12	i	i	i	i	i	i	-5	i	16	-4	i

# Next records
compound	KCNK9 inh	ANO1 block	RGS4 inh	KCNK3 block	KCNQ1 act	RGS4 pot	hERG protect	KCNQ1 block	SKKanGAS inh	HDAC3 inhib	ANO1 activ
Cc1nnn(C23CC4CC(CC(C(=O)NN)(C4)C2)C3)n1	i	i	i	i	i	i	-1	i	1	4	i
CCc1ccc2nc(N(CCCN(C)C)C(=O)c3ccc(S(=O)(=O)N4CCc5ccccc5C4)cc3)sc2c1	i	i	i	i	i	i	-16	i	19	7	i
Cc1nnc(SCC(=O)N2CCC(C(N)=O)CC2)s1	i	i	i	i	i	i	-10	i	6	-6	i
COc1cc2c(cc1OC)C(c1ccccc1F)NCC2 (stereo not given)	i	i	i	i	i	i	-9	i	1	-2	i
CCC(C)N(C(=O)COc1ccccc1C(=O)NCc1ccccc1)C1CCS(=O)(=O)C1 (stereo not given)	i	i	i	i	i	i	-11	i	1	-3	i
O=C(COC(=O)CCOc1ccccc1)Nc1ccc(Cl)cn1	i	i	i	i	i	i	3	i	-3	?	i
CCOC(=O)C(=CNc1cc(Cl)c(-c2ccco2)c(Cl)c1)C(=O)OCC	i	i	i	i	i	-7.8*	-6	i	11	5	i
COc1ccccc1/C=C/c1onc(C)c1S(=O)(=O)N1CCC(C(=O)NC2CCCCCC2)CC1	i	i	i	i	i	i	-11	i	4	0	i
COc1ccc(C(=O)N/N=C/c2ccc(OC)c(CN3CCN(c4ccc(F)cc4)CC3)c2)cc1	i	i	i	i	i	i	-22	i	7	4	i
CCc1ccc(/C=N/NC(=O)c2c[nH]c3ccccc23)s1	i	i	i	i	i	i	-8	i	-1	15	i
Cc1ccc(N(C(=O)c2csnn2)C(C(=O)NC(C)(C)C)c2ccncc2)cc1 (stereo not given)	i	i	i	i	i	i	3	i	-1	2	i
COc1ccc2oc(C)c(C(=O)c3ccc(C)cc3)c2c1	i	i	i	i	i	i	-11	i	31	4	i
CCOc1ccc(N(CC(=O)NC2CCCCCC2)S(=O)(=O)c2c(C)noc2C)cc1	i	i	i	i	i	i	0	i	10	6	i
CC(=O)Nc1cccc(C(=O)NCCc2ccco2)c1	i	i	i	i	i	i	-1	i	0	6	i
CC(=O)N1CCc2cc(Br)cc(S(=O)(=O)NCCCN(C)Cc3ccccc3)c21	i	i	i	i	i	i	-4	i	-3	1	i
CCC1(c2ccccc2)NC(=O)N(CC(=O)N(CC(=O)Nc2ccccc2C(F)(F)F)Cc2ccco2)C1=O (stereo not given)	i	i	i	i	i	i	-14	i	-4	1	i
CN(C)Cc1c(-c2ccc(Cl)cc2)nc2ccc(Cl)cn12	i	i	i	i	i	i	-9	i	4	6	i
N#Cc1nc(-c2ccc(F)cc2)oc1NCCCn1ccnc1	i	i	i	·	i	i	-19	i	-9	-94	·
O=C(O)C/C(=C\c1ccc2c(c1)OCO2)c1nc2ccccc2s1	i	i	i	i	i	i	-14	i	4	0	i
CCc1ccc(Nc2nnc(SCC(=O)Nc3cccnc3Cl)s2)cc1	i	i	i	i	i	i	0	i	8	6	i
Cc1ccccc1-c1cccc([C@@H]2C[C@H]3CN(Cc4cccnc4)C(=O)[C@]34CCCN24)c1	i	i	i	i	i	i	-9	i	-6	-3	i
COc1cccc(-c2nn(-c3ccccc3)cc2CN2CCCO2)c1	i	i	i	i	i	i	-22	i	11	-2	i
NC(=O)N(CCC(=O)O)c1ccccc1	i	i	i	i	i	i	-4	i	1	-3	i
CSc1ccc(C(c2c(C)[nH][nH]c2=O)c2c(C)[nH][nH]c2=O)cc1	i	i	i	i	i	i	-12	i	1	-6	i
COc1ccc(CC(=O)Nc2ccc(C)cc2O)cc1S(=O)(=O)N1CCOCC1	i	i	i	i	i	i	-8	i	4	-6	i
CNC(=O)c1ccccc1Nc1ccc(SC(F)F)cc1	i	i	i	i	i	i	-12	6*	-2	10	i
CCc1ccc(C(=O)/C=C/c2ccc([N+](=O)[O-])o2)cc1	i	i	i	i	i	i	-4	i	44	3	i
COc1ccc(CNC(=O)CN(Cc2ccccc2F)C(=O)c2csnn2)cc1	i	i	i	i	i	i	-7	i	-1	0	i
O=C(CSc1nc2ccccc2c(=O)[nH]1)Nc1ccccc1O	i	i	i	i	i	i	-8	i	4	-1	i
CCc1ccccc1N1C(=O)c2ccccc2S1(=O)=O	i	i	i	i	i	i	-2	i	3	12	i
COC(=O)C(CCSC)NC(=O)c1cccc([N+](=O)[O-])c1 (stereo not given)	i	i	i	i	i	i	-9	i	·	5	i
COc1cc(S(=O)(=O)NC2CC(C)(C)NC(C)(C)C2)c(OC)cc1Cl	i	i	i	i	i	i	-2	i	-4	-4	i
COCC(=O)NC1CCCCCC1	i	i	i	i	i	i	-8	i	5	4	i
